Bioassay records from PubChem.
GC-B act: human GC-B receptor activators, primary screen, HEK293 GC-B cells, cGMP TR-FRET, EC30 CNP | Atrial natriuretic peptide receptor 2 (Homo sapiens), P20594 | 0% at EC30 CNP, 100% saturating CNP | activation, % at 10 µM | actives 0.11% (n = 370,000) | AID 1920062, 2024;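 active = activation at 10 µM reaching about 35% in either raw or pattern-adjusted values, limit read from the data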
NPR1 activator: GC-A stimulated cGMP production enhancers – HEK293 GC-A cells, cGMP TR-FRET, EC30 ANP, primary screen | AID 1671463, 2021 | 0% at EC30 ANP, 100% saturating ANP | actives 0.14% (n = 370,000) | Atrial natriuretic peptide receptor 1 (Homo sapiens), P16066 | activation, % at 10 µM; in the data active = activation above about 40%
FXN GAA850 act: FXN promoter activators, primary screen, cell-based, luciferase luminescence, HEK293 lucGAA850 | HEK293 lucGAA850 FXN promoter luciferase reporter, 24 h; percent of 10 µM SAHA response | activation, % at 6 µM | actives 0.56% (n = 360,000);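 active = activation above the average of all compounds screened plus 3 SD, cutoff fixed separately per campaign, cut at about 7.5% in these data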;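 note: 0% = DMSO wells and 100% = 10 µM SAHA wells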
ssDAF-12 act: S. stercoralis DAF-12 nuclear receptor activators, primary screen, cell-based, luminescence, HEK293, GRIP1 co-expression, lit1-tk-luc; HEK293 ssDAF-12/GRIP1 lit1-tk-luc reporter; % of 3 µM dafachronic acid response; activation, % at 6.8 µM; Nuclear hormone receptor DAF-12 (Strongyloides stercoralis); AID 652126, 2013; actives 1% (n = 370,000);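 active = activation above the mean over all tested compounds plus 3 SD, cut at about 0.9% in these data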;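 note: 0% = DMSO-only wells and 100% = 3 µM delta7-dafachronic acid wells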
hcDAF-12 act: H. contortus DAF-12 nuclear receptor activators, primary screen, cell-based, luminescence, HEK293, lit1-tk-luc reporter | actives 1.4% (n = 370,000) | activation, % at 6.8 µM | HEK293 hcDAF-12 lit1-tk-luc reporter; 0% DMSO, 100% Δ7-dafachronic acid;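 active = activation above the mean of all tested compounds plus 3 SD, cut at about 5.5% in these data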;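 note: 100% = response to 3 µM Δ7-dafachronic acid high control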
hgDAF-12 ag: H. glycines DAF-12 receptor agonists, primary screen, cell-based, luminescence, HEK293, GAL4 fusion, UAS-luciferase | HEK293 GAL4-hgDAF12 UAS-luciferase reporter, agonist luminescence; normalized to butyrate control | activation, % at 6.8 µM | AID 687014, 2013 | actives 1.8% (n = 370,000) | Nuclear hormone receptor DAF-12 (Heterodera glycines), GAL4 fusion;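 active = activation above a cutoff set at the mean of all screened compounds plus 3 SD, cut at about 10% in these data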;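 note: 0% = DMSO wells and 100% = sodium butyrate wells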
DAX1 inh-1: DAX1 (NR0B1) inhibitors, primary screen, cell-based, HEK293, Gal4-DAX1, luciferase luminescence | actives 0.99% (n = 340,000) | AID 504766, 2011 | HEK293 Gal4-DAX1 luciferase reporter | inhibition, % at 6.75 µM;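 active = inhibition above the mean over all tested compounds plus 3 SD, cut at about 4.2% in these data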;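 note: 0% = DAX1-transfected cells with DMSO and 100% = empty-vector control cells with DMSO; inhibition shows as a rise in luminescence from relieved DAX1 repression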
Target sequence (P51843 207-470 limits assumed): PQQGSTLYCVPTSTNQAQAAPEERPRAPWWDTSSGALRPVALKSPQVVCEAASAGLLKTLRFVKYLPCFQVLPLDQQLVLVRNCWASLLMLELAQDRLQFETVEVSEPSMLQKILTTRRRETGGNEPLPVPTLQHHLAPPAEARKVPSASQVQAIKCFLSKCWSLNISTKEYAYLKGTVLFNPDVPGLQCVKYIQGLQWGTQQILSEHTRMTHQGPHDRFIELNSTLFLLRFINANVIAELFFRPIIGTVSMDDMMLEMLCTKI
ADAM10 inh: human ADAM10 inhibitors, primary screen, biochemical, QFRET, HTS. Disintegrin and metalloproteinase domain-containing protein 10 (Homo sapiens), O14672. recombinant ADAM10, EDANS/DABCYL FRET peptide cleavage, 3 h. inhibition, % at 7 µM. actives 0.62% (n = 370,000). AID 720582, 2013;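 active = inhibition above a per-campaign cutoff equal to the mean of compounds falling between control-based bounds plus 3 SD, cut at about 20% in these data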;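 note: 0% = DMSO wells while the 100% control is not disclosed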
DAX1 inh-2: DAX1 (NR0B1) inhibitors on StAR promoter, primary screen, cell-based, luminescence, SF-1 (NR5A1), full-length DAX-1 | HEK293T StAR-luciferase reporter, SF-1/DAX-1 repression relief | inhibition, % at 6.8 µM | actives 1.1% (n = 370,000) | AID 652010, 2013;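 active = inhibition above the mean over all tested compounds plus 3 SD, cut at about 3.6% in these data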;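 note: 0% = DAX-1 cells with DMSO and 100% = cells lacking DAX-1 with DMSO; higher inhibition means more luminescence from relief of DAX-1 repression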
HGIII-sPLA2 inh: human group III sPLA2 inhibitors, primary screen, biochemical, QFRET, BODIPY PC-A2 liposome substrate; QFRET BODIPY PC-A2 liposome hydrolysis, fluorescence; inhibition, % at 12.2 µM; actives 0.56% (n = 370,000);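 active = inhibition above mean plus 3 SD of compounds lying within the high and low control bounds, cut at about 19% in these data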;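 note: 0% = median of test compound wells and 100% = no enzyme DMSO wells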
Target sequence (Q9NZ20 whole entry, looked up): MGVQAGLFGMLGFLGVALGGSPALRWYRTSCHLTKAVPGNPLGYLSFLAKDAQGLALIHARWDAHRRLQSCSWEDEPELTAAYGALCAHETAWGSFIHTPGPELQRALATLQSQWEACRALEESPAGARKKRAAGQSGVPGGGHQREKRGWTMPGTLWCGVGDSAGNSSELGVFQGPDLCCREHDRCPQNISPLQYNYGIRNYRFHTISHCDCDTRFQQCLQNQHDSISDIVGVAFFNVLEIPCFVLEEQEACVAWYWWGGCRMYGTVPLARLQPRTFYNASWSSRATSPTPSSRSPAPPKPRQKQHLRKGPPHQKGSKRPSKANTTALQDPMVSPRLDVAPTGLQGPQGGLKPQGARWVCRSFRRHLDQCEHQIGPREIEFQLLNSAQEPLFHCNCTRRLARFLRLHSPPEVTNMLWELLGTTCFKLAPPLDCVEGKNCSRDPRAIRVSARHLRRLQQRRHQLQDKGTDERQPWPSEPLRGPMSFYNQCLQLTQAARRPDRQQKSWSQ
SMARCA2 activ: SMARCA2 (BRM) function activators, primary screen, cell-based, luminescence, high throughput; actives 1% (n = 370,000); MG213 cells, MMTV-luciferase reporter, dexamethasone, overnight; activation, % at 9.1 µM; AID 652017, 2013; in the data active = activation above about 7.8%;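 note: 0% = vehicle wells and 100% = reference activator wells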
An asterisk follows results filed as active; i = inactive; / = no result given; & = joins results of further samples; ! = not active in a repeat. Not all compounds are listed; count on the stated rates, not on these rows.

SMILES | GC-B act | NPR1 activator | FXN GAA850 act | ssDAF-12 act | hcDAF-12 act | hgDAF-12 ag | DAX1 inh-1 | ADAM10 inh | DAX1 inh-2 | HGIII-sPLA2 inh | SMARCA2 activ
COC(=O)C1=C(c2ccc3ccccc3c2)C[C@@H]2CC[C@H]1N2C(=O)NCc1ccco1 | -4 | 1 | -1.3 | -1.4 | -0.7 | -2.7 | -0.8 | 1 | -0.6 | -1 | -1
CC/C(=N\NC(=O)c1ccccc1Cl)c1c(O)n(C2CCCCC2)c(=O)[nH]c1=O | 0 | 4 | -0.1 | -0.9 | -0.5 | 6.9 | 0.2 | -5 | 2.9 | -23 | 4
Cc1ccc(-c2cc(-c3ccccc3)cc(-c3ccccc3)[n+]2-c2ccccc2C(=O)O)cc1 | -1 | -1 | -1.5 | -0.3 | 0.4 | -3.4 | -0.7 | i | -0.7 | -3 | -1
COc1cc2[nH]c(=O)n(-c3ccccc3)c(=O)c2cc1OC | 4 | 7 | 1.8 | -0.9 | -2.5 | -0.7 | 0.1 | -105 | -1.1 | -2 | -1
CC(C)CCC1(CN2CCCC2=O)C(=O)NC(=O)NC1=O | -1 | 5 | 1.6 | -1.0 | -0.9 | -0.2 | 1.5 | -6 | -0.2 | -8 | 0
O[C@H]1[C@H](O)[C@@H](O)CN2CC[C@H](O)[C@H]12 | 1 | 3 | 0.9 | -0.9 | 1.6 | 1.6 | -0.6 | 0 | -0.5 | 11 | -3
Cc1cc(C)n2nc(SCC(=O)N3CCC4(CC3)OCCO4)nc2n1 | 1 | 6 | 0.2 | -1.4 | -0.9 | 0.0 | 0.7 | 4 | -0.3 | 3 | -2
OC1/C(=C/c2ccc(Cl)cc2Cl)N2CCC1CC2 (stereo not drawn) | 10 | 5 | 0.5 | -1.5 | -0.6 | 6.7 | -0.1 | -2 | -0.7 | 1 | -3
O=c1[nH]c(=O)n(CCc2ccc(F)cc2)c(O)c1C=NCCCN1CCOCC1 | -6 | 3 | -0.1 | -1.0 | -0.8 | -1.1 | 0.5 | -1 | 0.0 | -4 | 1
CC(C)Nc1nc(Cl)nc(NC(C)C)n1 | -1 | 6 | 2.4 | -1.6 | 3.0 | -0.9 | -0.9 | 0 | 0.1 | 1 | 0
O=C(CNCc1c(F)cccc1F)N1CCC2(CC1)OCCO2 | -5 | 1 | / | 0.7 | 3.0 | 9.9 | / | -2 | 3.1 | 3 | 8.6*
CN1C(=O)N(C)C(=O)C2(Cc3c(ccc4ccccc34)N(C)C2)C1=O | -1 | -7 | 1.8 | -0.4 | 1.1 | -0.8 | 0.8 | -1 | -0.2 | 3 | -2
O=C(NC1CCCCC1)N1Cc2cc(-c3ccccc3)ccc2-n2nncc2C1 | -5 | 0 | / | -1.6 | -1.2 | 1.7 | / | 0 | -1.0 | -5 | 3
CC1CCCCN1Cc1c[nH]c2ccccc12 (stereo not drawn) | -2 | -5 | 1.0 | -0.2 | 4.8 | -0.1 | 1.7 | -4 | 0.0 | -36 | 4
O=C(c1ccc(Br)cc1)C12CN3CN(CN(C3)C1)C2 | 7 | 2 | 2.3 | -1.6 | -0.9 | -0.8 | 3.6 | -6 | -0.3 | 2 | 4
CCOC(=O)[C@]12Cc3cc(OC)ccc3[C@H]1N(C(C)C)C(=O)c1ccccc12 | -9 | -12 | / | 0.4 | -1.3 | -1.5 | / | -4 | 1.1 | 4 | -2
Oc1ccc(Cl)cc1Cc1ccccc1 | 0 | 4 | 1.5 | -1.1 | -1.0 | 1.6 | 1.1 | 0 | 0.6 | -8 | -4
COC(=O)C1=C(c2ccccc2OCc2ccccc2)C[C@@H]2CC[C@H]1N2C(=O)NCc1ccc(Br)cc1 | -12 | -5 | -4.2 | -1.7 | -0.5 | -0.3 | 0.3 | 17 | 0.0 | -22 | -1
NNCc1ccccc1 | 2&0 | 3&0 | -0.2&3.8 | -0.8&-0.2 | 3.1&2.5 | 1.7&8.0 | 0.3 | -13&-19 | 5.0*! | 20*! | -4&-1
CN(C)C(=O)Oc1ccc(Cl)c2ccccc12 | 0 | 2 | -1.0 | -0.8 | -1.1 | 0.9 | -1.7 | 4 | -0.3 | 7 | -4
CC(C)OCCCNC(=O)c1c(N)n(CC2CCCO2)c2nc3ccccc3nc12 (stereo not drawn) | -2 | 9 | 1.4 | -1.2 | -3.4 | -5.8 | 0.0 | i | -1.4 | -13 | -1
C=CCN1C(=O)NC(=O)C(Cc2ccc(OC)c(OC)c2)C1=O (stereo not drawn) | 0 | 5 | 0.9 | -1.2 | -1.2 | 2.6 | 2.7 | -10 | 0.2 | -19 | 2
CCc1cc(=O)oc2cc(OCC(=O)N3C[C@H]4C[C@@H](C3)c3cccc(=O)n3C4)c(Cl)cc12 | -6 | 0 | -2.0 | -1.9 | 0.7 | -2.8 | 1.9 | -110 | 0.5 | -4 | 0
CC(C)OC(=O)c1c(N)n(Cc2ccco2)c2nc3ccccc3nc12 | 1 | 15 | 2.1 | -1.4 | -1.0 | -0.7 | -1.4 | i | -0.6 | -11 | -1
CCn1c(O)c(C=NCCN2CCOCC2)c(=O)[nH]c1=S | 2 | 4 | 1.0 | -1.1 | -1.1 | -2.4 | -0.5 | 0 | 0.3 | 0 | 0
COc1ccccc1/C=C1\C(=O)NC(=S)N(c2ccccc2)C1=O | -1 | -7 | 0.9 | -0.4 | 4.0 | 2.0 | -1.1 | 13 | -0.4 | -2 | 1
O=c1[nH]c(=O)n(-c2cccc3ccccc23)c(O)c1/C=N/N1CCCCCC1 | 5 | 3 | -0.5 | -1.4 | -1.1 | -1.1 | 0.5 | -2 | -0.4 | -3 | 0
CC1(C)CN=C(Nc2ccc(F)c(F)c2)S1 | -3 | 5 | 3.7 | -0.6 | 1.2 | 4.2 | -0.2 | 5 | 2.9 | -1 | -1
CC(C)C(=O)NC(Oc1ccccc1Cl)C(Cl)(Cl)Cl (stereo not drawn) | -8 | 4 | 1.5 | -0.7 | 1.6 | 0.6 | 0.3 | 8 | 0.3 | 5 | 0
O=C(NCCN1CCC2(CC1)C(=O)NCN2c1ccccc1)c1ccc(F)cc1 | -5 | -4 | / | -0.7 | -1.9 | 1.9 | / | -11 | -0.2 | 9 | -3
CCOc1cc(C2NCc3ccccc3-n3cccc32)ccc1O (stereo not drawn) | -21 | -22 | -0.3 | -1.4 | -1.3 | -2.3 | -0.5 | 9 | -0.1 | -5 | 1
OC(CN1CC=C(c2ccccc2)CC1)c1ccccc1 (stereo not drawn) | 4 | -5 | 1.6 | -1.3 | -0.4 | 1.5 | 0.2 | 3 | 0.0 | 0 | -2
Cn1cc(C(=O)N2CCOCC2)c2ccccc21 | 4 | 2 | -1.5 | -0.7 | 2.9 | 3.8 | 0.1 | 9 | -0.2 | 3 | -2
CC(C)(C)c1ccccc1O | -6 | 3 | -0.5 | -1.3 | -1.7 | -4.2 | 0.7 | -5 | 0.0 | -5 | -3
COC(=O)C1=C(c2ccc(OCc3ccccc3)cc2)C[C@@H]2CC[C@H]1N2C(=O)NCCc1ccc(F)cc1 | 0 | 4 | -3.0 | -1.2 | -2.1 | -4.1 | -1.0 | 6 | -2.5 | -11 | -6
CCOC(=O)[C@]1(C#N)[C@@H]2C=CC(C(N)=O)=CN2[C@@H](C(N)=O)[C@@H]1c1ccc(F)cc1 | 4 | 2 | -3.0 | 0.3 | -0.7 | -0.2 | 1.0 | -37 | -0.5 | -3 | -3
Cc1c(C(=O)N2CCC3(CC2)OCCO3)sc2ncnc(N3CCc4ccccc4C3)c12 | 1 | -1 | 1.0 | -1.3 | -1.9 | -1.4 | 2.3 | -8 | -1.0 | -3 | -2
O=C1CNC(c2ccccc2Cl)c2cc(Br)ccc2N1 (stereo not drawn) | -9 | -12 | 0.8 | -1.2 | -2.7 | -1.1 | 1.0 | -1 | -0.2 | 4 | -2
Cc1nc2cc([N+](=O)[O-])ccc2c(=O)n1-c1ccc(Br)cc1 | -1 | -3 | 1.2 | -0.8 | -0.8 | 0.5 | 1.7 | 4 | -0.3 | 15 | -1
N/C(=N\[N+](=O)[O-])N1CCN(C(=O)OC2CCCC2)CC1 | 1 | 4 | 3.7 | -1.6 | -1.9 | -1.4 | 0.1 | -6 | -0.1 | -1 | -1
COc1ccc(N2CCN(Cc3nc4ccccc4[nH]3)CC2)cc1 | -4 | 0 | -1.0 | 0.4 | -0.4 | -1.7 | -0.3 | 1 | 0.1 | 10 | -2
O=C(c1ccc2nc3ccc(Cl)cc3c(=O)n2c1)N1CCC2(CC1)OCCO2 | 1 | 10 | 3.6 | -1.1 | 1.0 | 4.5 | 0.4 | i | 0.5 | 2 | -2
CCC(CC)C(=O)NC1CCSC1=O (stereo not drawn) | 1 | 1 | 2.0 | -1.4 | 1.4 | -1.1 | 1.9 | -1 | -0.5 | -2 | -1
CN(C)C(=O)Oc1ccnc2cc(Cl)ccc12 | 1 | 0 | -0.3 | -1.6 | -1.9 | -1.5 | 5.5* | 2 | -0.7 | -6 | -2
O=C1C2CCCN2C(c2cccnc2)N1c1nccs1 (stereo not drawn) | 2 | 0 | -2.7 | -0.2 | -1.2 | 2.0 | -0.2 | 1 | -0.1 | 3 | -1
COc1ccc(CC(=O)N2C[C@H]3C[C@@H](C2)c2cccc(=O)n2C3)cc1 | 1 | 8 | 0.1 | -1.2 | 0.1 | -1.8 | 1.2 | -12 | 0.5 | 1 | 3
O=c1[nH]c(=S)n(-c2cccc(Cl)c2)c(O)c1C=NCCN1CCNCC1 | 2 | 7 | -0.2 | -1.1 | -1.7 | -1.3 | 0.1 | 0 | -0.3 | 3 | -2
